HTT aggregate: reduces HttQ103-GFP aggregates in PC12 cells; Potency, µM (series often up to 46.1 µM), for the others: at the highest dose activity change, negative = inhibition, usual class: inhibitors; PC12 HttQ103-GFP aggregates, Acumen cytometry, 40 h; AID 1688; 220,000 compounds, 1.1% hits; note: % is set by controls: 0 for no effect and ±100 for the full control effect; nearly all actives have a fitted effect of over 60% in size
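Multiplexed with ATP-based cell death, this channel scores GFP aggregates in PC12 cells expressing inducible HTTex1-Q103-GFP. Induction used 100 nM tebufenozide; compounds were tested in concentration series.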
GoLoco inh red: blocks human Gai1 binding to RGS12 GoLoco peptide, red readout | Gai1:RGS12 GoLoco peptide FP, rhodamine, 10 min | Potency, µM (titrated, usually from 61.6 µM), without a hit: top-dose activity, negative = inhibition, actives largely listed as inhibitors | 230,000 compounds, 0.44% hits; active = well fitted inhibition curve with a large enough effect, not every such curve was filed as active; inactive = no such curve, though single readings can be large or run the other way; note: % is set by controls: 0 for no effect and ±100 for the full control effect; nearly all actives have a fitted effect of over 30% in size; many of its hits are not listed in these tables
Target sequence (P63096 whole entry, looked up): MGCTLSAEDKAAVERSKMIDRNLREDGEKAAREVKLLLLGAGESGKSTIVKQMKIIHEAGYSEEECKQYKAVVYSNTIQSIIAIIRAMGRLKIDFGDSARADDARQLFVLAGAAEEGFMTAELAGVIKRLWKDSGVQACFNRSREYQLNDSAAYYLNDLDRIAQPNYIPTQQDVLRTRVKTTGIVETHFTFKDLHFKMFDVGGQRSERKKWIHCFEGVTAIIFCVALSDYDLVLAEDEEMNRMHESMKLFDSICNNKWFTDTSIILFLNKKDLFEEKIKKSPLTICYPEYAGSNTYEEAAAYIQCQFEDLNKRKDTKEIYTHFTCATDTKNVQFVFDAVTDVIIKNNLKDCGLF
GAA glycogen mod: alters human alpha-glucosidase cleavage of glycogen; Potency, µM (top dose mostly 76.4 µM), for inactives: at the highest dose activity change, negative = inhibition, actives largely listed as inhibitors; P10253; recombinant GAA, glycogen substrate, Amplex Red glucose oxidase fluorescence; 300,000 compounds, 0.38% hits;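 note: 0% = full enzyme reaction and -100% = no-enzyme basal signal; the screen sought inhibitors and activators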
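qHTS, 1536-well; enzyme 4 nM final; cpd up to 77 uM; substrate bovine liver glycogen 30 ug; 50 mM citrate/phosphate pH 5.0, 0.01% Tween-20; 37 C, 40 min; Amplex Red detection 45 min RT; Hill fit → AC50.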
GAA spleen mod: inhibits or activates alpha-glucosidase in human spleen homogenate | human spleen homogenate, 4-MU-alpha-glucoside fluorescence | Potency, µM (series often up to 79.9 µM), for inactives: top-dose activity change, negative = inhibition, actives largely listed as inhibitors | 240,000 compounds, 0.006% hits | AID 2112;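 note: 0% = enzyme with vehicle and -100% = no enzyme basal signal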
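Human spleen homogenate (1 ug) with 4-methylumbelliferyl-alpha-D-glucopyranoside (1 mM final) in 50 mM citrate/phosphate pH 5.0, 0.01% Tween-20; 40 min at 37 C. Stopped at pH 10; 4-MU fluorescence Ex 365/Em 440 nm; AC50 by Hill fit.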
IMPase Li cell: cell-permeable IMPase inhibitors with lithium potentiation; 210,000 compounds, 0.35% hits; Potency, µM (top dose mostly 59.4 µM), without a hit: at the top dose activity, negative = IMPase inhibition, hits mostly inhibitors; CHO-M1 cells, IP1 TR-FRET (IP-One), carbachol + lithium;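 note: IP1 builds up when IMPase is blocked and the TR-FRET signal falls; plate controls were basal vehicle for no effect and high inhibitor control for full effect; nearly all actives have a fitted effect of over 50% in size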
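Readout is a homogeneous TR-FRET IP1 immunoassay (Ex 320, Em 665 and 620), where raised cytosolic IP1 lowers signal. Cells were CHO-M1 treated 30 min at 37C with test compounds plus a little lithium; AC50 values came from Hill-equation fitting.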
HTT cytoprotect: Huntington cell model cytoprotection by ATP luminescence; AID 1471; 230,000 compounds, 0.14% hits; Potency, µM (doses to about 56.4 µM), for the others: cytoprotection (ATP increase), most hits filed as activators; PC12 HTT-Q103 induced, cytoprotection, ATP luminescence, 40 h;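 note: % of control where 0% means no effect; nearly all actives have a fitted effect of over 45% in size; toxic huntingtin expression switched on by the ecdysone agonist tebufenozide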
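Compounds were screened for protection of PC12 cells against cell death after tebufenozide induction (100 nM final) of mutant Huntingtin exon 1 (Q103) fused to GFP.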
GAA inh: blocks human lysosomal alpha-glucosidase; P10253; purified human GAA, 4-MU-alpha-glucoside fluorescence; Potency, µM (doses to about 76.9 µM), inactives show top-dose activity change, negative = inhibition, usual class: inhibitors; 200,000 compounds, 0.005% hits;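 note: plate controls were uninhibited enzyme wells for no effect and no-enzyme background for full effect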
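Fluorogenic assay: 4 nM human alpha-glucosidase with 400 uM 4-methylumbelliferyl-alpha-D-pyranoside in 50 mM citrate/phosphate, 0.005% Tween-20, pH 5.0, 20 min at room temperature. Compounds tested up to 77 uM; AC50 from Hill fits.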
* marks the source's active call; other numbers are inactive results; ? = inconclusive; . = not tested or not shown; [ ] = remark or other dose. Unless noted, calls come from the whole dose curve; as a rule, active = well fitted curve in the direction sought with a large enough effect; inconclusive = small, poorly fitted or top-dose-only effect, or another doubt; inactive = no such curve, though single readings can be large; an effect the other way counts as inactive or inconclusive. Potency is the fitted concentration of half-maximal effect. This is a subset; rates above refer to the full screens.

mol	HTT aggregate	GoLoco inh red	GAA glycogen mod	GAA spleen mod	IMPase Li cell	HTT cytoprotect	GAA inh
Cc1cc(C)nc(NS(=O)(=O)c2ccc(N=Cc3c(C)[nH]n(-c4ccccc4)c3=O)cc2)n1	2%	0%	-7%	-10%	-6%	13%[10 µM]	4%
O=C(CC(C(=O)NCc1ccccc1)c1nc2ccccc2c(=O)[nH]1)NCc1ccccc1 (centres undefined)	-1%[9.22 µM]	5%	-16%	1%	.	-7%[10 µM]	.
OCCC1CN(Cc2cnc(-c3ccccc3)s2)CCN1C1CCCC1 (centres undefined)	-9%[9.22 µM]	14%	15%	-6%	28%	8%[10 µM]	-3%
Cc1nn(C)c(C)c1NC(=O)c1cc2nc(-c3ccco3)cc(C(F)(F)F)n2n1	18%[9.22 µM]	22%	-11%	-12%	12%	0%[10 µM]	?
Cc1ccc2cc3cc(C(=O)NCc4ccc5c(c4)OCO5)oc3nc2c1	1%	7%	-1%	8%	1%[38.3 µM]	-10%	1%
COc1cccc(/C=N/n2c(=O)[nH]c3ccccc32)c1OC	6%	8%	-2%	0%	2%	.	-4%
COc1ccc(/C(C)=N/Nc2nc3ccccc3nc2C)cc1OC	-6%[9.22 µM]	6%	?	-7%	.	-7%[10 µM]	.
COc1ccc(CN(C(=O)c2nsc(Cl)c2Cl)C(C(=O)NC2CCCC2)c2ccc(OC)cc2)cc1 (centres undefined)	21%	-9%	5%	-4%	9%	-18%[10 µM]	1%
O=C(N/N=C/c1ccco1)c1csc2c1CCCC2	-10%[9.22 µM]	-3%	10%	0%	.	-15%[10 µM]	.
CC(CCc1ccco1)NC(=O)CSc1cc(=O)n(C)c2ccccc12 (centres undefined)	10%	0%	2%	4%	-5%[38.3 µM]	6%	-5%
COc1ccc2nc(NC(=O)C3CCCN(S(=O)(=O)c4cccc5nonc45)C3)sc2c1 (centres undefined)	-14%	13%	-1%	2%	10%	2%[10 µM]	-7%
COc1cccc(NC(=O)C2CCC(CNS(=O)(=O)c3cccs3)CC2)c1 (centres undefined)	-1%	-7%	-1%	1%	4%	-6%	-5%

Next section; it opens with the six that closed the last part.
mol	HTT aggregate	GoLoco inh red	GAA glycogen mod	GAA spleen mod	IMPase Li cell	HTT cytoprotect	GAA inh
COc1ccc(/C(C)=N/Nc2nc3ccccc3nc2C)cc1OC	-6%[9.22 µM]	6%	?	-7%	.	-7%[10 µM]	.
COc1ccc(CN(C(=O)c2nsc(Cl)c2Cl)C(C(=O)NC2CCCC2)c2ccc(OC)cc2)cc1 (centres undefined)	21%	-9%	5%	-4%	9%	-18%[10 µM]	1%
O=C(N/N=C/c1ccco1)c1csc2c1CCCC2	-10%[9.22 µM]	-3%	10%	0%	.	-15%[10 µM]	.
CC(CCc1ccco1)NC(=O)CSc1cc(=O)n(C)c2ccccc12 (centres undefined)	10%	0%	2%	4%	-5%[38.3 µM]	6%	-5%
COc1ccc2nc(NC(=O)C3CCCN(S(=O)(=O)c4cccc5nonc45)C3)sc2c1 (centres undefined)	-14%	13%	-1%	2%	10%	2%[10 µM]	-7%
COc1cccc(NC(=O)C2CCC(CNS(=O)(=O)c3cccs3)CC2)c1 (centres undefined)	-1%	-7%	-1%	1%	4%	-6%	-5%
O=C(Nc1nc2ccccc2c(=O)[nH]1)c1ccccc1SCc1ccccc1	7%	1%	24%	-20%	18%	.	4%
COc1ccc(C(=O)Cn2c(Br)nc3c2c(=O)n(C)c(=O)n3C)cc1OC	-3%	-2%	4%	2%	-1%[38.3 µM]	-27%	-1%
COc1ccc(CCNC(=O)c2ccc(CSc3ccccc3)o2)cc1	-31%	3%	-9%	.	-1%	-9%	-10%
CCCc1nc2scc(-c3ccc(C)cc3)c2c(=O)n1N	?	-2%	3%	-2%	40%[activator][38.3 µM]	-12%	-25%
COC(=O)C1C(=O)c2c(C)noc2CC1(C)C (centres undefined)	-13%[9.22 µM]	-13%	14%	2%	-5%	0%[10 µM]	12%
COCCn1c(C)cc(C(=O)CSc2ncn[nH]2)c1C	-23%	0%	-22%	-11%	23%[38.3 µM]	-1%	-3%
NC(=O)CSc1nnc(-c2cnccn2)n1Cc1ccco1	-12%[9.22 µM]	-2%	4%	5%	.	-1%[10 µM]	.
COc1cccc(NC(=O)Nc2nnc(CC(=O)NCc3ccccc3)s2)c1	-41%[9.22 µM]	6%	-3%	-2%	.	-8%[10 µM]	.
CCC1(CC)NC(=O)N(CC(=O)OCC(=O)Nc2ccccc2[N+](=O)[O-])C1=O	1%	2%	-6%	-4%	7%	-1%	5%
COc1ccc(C(C#N)N2N=C(C)CC2(C)C)cc1 (centres undefined)	2%	-4%	-1%	-1%	5%[38.3 µM]	0%	5%
CCOC(=O)c1ccccc1NC(=O)Cn1cnc2c(cnn2-c2ccccc2)c1=O	20%	1%	3%	-2%	11%[38.3 µM]	-7%	4%
COc1cc(C2c3c([nH]c(=O)[nH]c3=O)Nc3ccc4ccccc4c32)ccc1O (centres undefined)	6%	10%	?	2%	8%	10%	-3%

(next part)
mol	HTT aggregate	GoLoco inh red	GAA glycogen mod	GAA spleen mod	IMPase Li cell	HTT cytoprotect	GAA inh
CN(C)S(=O)(=O)c1ccc(C(=O)NCCOc2ccc(F)cc2)cc1	-5%	7%	-4%	-3%	35%[activator][38.3 µM]	6%	-2%
C/C=C/C(=O)N1CC2(CC(c3cccc(NC(=O)/C(C)=C/C)c3)=NO2)C[C@H]1C(N)=O (some centres undefined)	10%[9.22 µM]	5%	5%	1%	.	6%[10 µM]	.
CCCCNC(=O)CCCCCn1c(=O)[nH]c2cc(C(=O)OC)ccc2c1=O	-14%	18%	7%	4%	10%	0%	?
O=C(NCCN1CCOCC1)c1ccc(=O)oc1	10%	-13%	1%	-3%	-5%[38.3 µM]	-6%	-1%
Cc1cccc(OCCC(=O)Nc2ccc(S(=O)(=O)N3CCCC3)cc2)c1	-2%	0%	-10%	-18%	20%[38.3 µM]	-4%[10 µM]	-3%
Cn1cnnc1SCC(=O)c1ccc2c(c1)CCCC2	11%	1%	0%	-21%	7%[38.3 µM]	-20%	-4%
CCn1c2ccccc2c2cc(CNCc3ccc(OC)cc3OC)ccc21	-7%[9.22 µM]	5%	6%	-1%	8%	-23%[10 µM]	-13%
O=C1CC(SC(=NCc2ccc3c(c2)OCO3)Nc2ccccc2)C(=O)N1c1ccccc1 (centres undefined)	-16%	-8%	6%	1%	26%[38.3 µM]	5%	-2%
COC(=O)CNC(=O)CNC(=O)c1nn(-c2ccc(OC)c(Cl)c2)c(=O)c2ccccc12	-7%	2%	13%	-5%	-14%[38.3 µM]	20%	3%
COc1cc(C=O)c(Cl)cc1OCC(N)=O	6%	-4%	22%	3%	2%	16%	11%
COc1cc(NC(=O)CCNS(=O)(=O)c2ccc3c(c2)CCC(=O)N3)cc(OC)c1	?	11%	1%	-4%	-7%	.	-1%
Cc1coc2cc3oc(=O)c(Cc4ccccc4)c(C)c3cc12	-20%	13%	-3%	-4%	12%	5%[10 µM]	5%

Next part
mol	HTT aggregate	GoLoco inh red	GAA glycogen mod	GAA spleen mod	IMPase Li cell	HTT cytoprotect	GAA inh
O=C(O)c1ccc(S(=O)(=O)Nc2ccc(F)c(Cl)c2)cc1	-2%	-6%	4%	-2%	8%[38.3 µM]	-10%[0.074 µM]	-3%
CC(C)Nc1nc(Cl)nc(N(C#N)CN2C(=O)c3ccccc3C2=O)n1	1%	-18%	-2%	11%	4%	21%[10 µM]	-3%
Cc1cc(/C=N/NC(=O)C(O)(c2ccccc2)c2ccccc2)c(C)n1-c1cccc(C(=O)O)c1	12%[9.22 µM]	86%[activator]	5%	0%	.	7%[10 µM]	2%[15.4 µM]
COc1ccc(Cl)cc1-c1nc(SCC(=O)NCCN2C(=O)CSC2=O)n[nH]1	-7%	3%	-5%	0%	-1%	.	4%
Cc1ccc(NC(=O)C2CC(=O)Nc3ncnn32)cc1Cl (centres undefined)	-3%[9.22 µM]	2%	0%	8%	.	19%[10 µM]	.
Cc1nc(C)c(C(=O)OCC(=O)N2CCN(c3ccccc3)CC2)s1	-5%	5%	-2%	-3%	7%[38.3 µM]	-7%[10 µM]	-1%
O=C(CSc1nnc(-c2ccco2)o1)NC(=O)Cc1ccccc1	20%	18%	0%	-4%	14%[38.3 µM]	-13%	-5%
COc1cccc(CN2CCN(S(=O)(=O)c3ccc(NC(C)=O)cc3)CC2)c1OC	-12%[9.22 µM]	6%	4%	-3%	12%	-6%[10 µM]	-3%
Cc1c(C(=O)Nc2cnccn2)oc2ccccc12	-10%	16%	-5%	-3%	-12%[38.3 µM]	-25%[10 µM]	-14%
CCCSc1nnc(C(C)C)n1N	4%[1.84 µM]	-2%	-13%	3%	24%[38.3 µM]	-3%	-2%
Cc1ccc(S(=O)(=O)c2c(C)cc(C)nc2N2CCOCC2)cc1	-16%	-2%	-4%	6%	3%	2%[10 µM]	-5%
CC1CCCC(NC(=S)NC(=O)c2cncc(Br)c2)C1C (centres undefined)	4%	1%	-6%	-6%	7%	.	5%

Other structures.
mol	HTT aggregate	GoLoco inh red	GAA glycogen mod	GAA spleen mod	IMPase Li cell	HTT cytoprotect	GAA inh
CCCCCc1nnc(N)s1	-3%	8%	8%	4%	10%[38.3 µM]	-19%	-1%
O=C(Nc1cccnc1)c1sc2cccc(F)c2c1Cl	-30%	19%	2%	9%	-2%	-29%	2%
O=C(NC1CCCCC1)[C@H](O)[C@@H](O)C(=O)NC1CCCCC1	2%[9.22 µM]	5%	-4%	-7%	3%[38.3 µM]	7%	-8%
CN(C)CCNC(=O)Nc1ccc([N+](=O)[O-])cc1	?	3%	14%	-9%	6%	-33%	-17%
CCN(CC(=O)Nc1ccc(NC(C)=O)cc1)C(=O)c1n[nH]c(=O)c2ccccc12	6%	2%	5%	-1%	-2%	-30%[inhibitor]	-5%
COC(=O)C1=C(C(=O)OC)[C@@H]2N(C)c3ccc(OC)cc3[C@@]23C[C@@H](C(=O)OC)N(C(=O)c2cccs2)C3=N1	.	2%[14.2 µM]	8%[76.3 µM]	-6%[17.4 µM]	-7%	16%[10 µM]	.
CNC(=S)N/N=C(\C)c1ccc(C)c(C)c1	13%	4%	6%	1%	4%	.	2%
COc1ccc(N2C(=O)CCC(C(=O)NCc3ccccn3)C2c2ccc(F)cc2)cc1 (centres undefined)	6%	7%	17%	0%	8%[38.3 µM]	15%[10 µM]	-2%
Cc1ccccc1Nc1nnc(C)c(=O)n1N	19%	-4%	13%	-4%	11%[38.3 µM]	0%	-2%
